HGIII-sPLA2 inh: Blocks human group III sPLA2 activity; inhibition, % at 12.2 µM; Q9NZ20; 0.56% of 370,000 active; QFRET BODIPY PC-A2 liposome hydrolysis, fluorescence;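 active = inhibition above mean plus 3 SD of compounds lying within the high and low control bounds, cut at about 19% in these data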;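 also: 0% = median of test compound wells and 100% = no enzyme DMSO wells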
PLC-beta3 inh: inhibitors of human phospholipase C beta3. Q01970. Purified PLC-beta3, fluorogenic substrate, fluorescence. inhibition, % at 12.2 µM. 0.18% of 370,000 active. AID 720704; in the data active = inhibition above about 11%;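 also: 0% = median of compound wells on plate and 100% = full blocker control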
DAX1 inh-1: inhibits human nuclear receptor DAX1. HEK293 Gal4-DAX1 luciferase reporter, luminescence. inhibition, % at 6.75 µM. 0.99% of 340,000 active. AID 504766;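 active = inhibition above the mean over all tested compounds plus 3 SD, cut at about 4.2% in these data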;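 also: 0% = DAX1-transfected cells with DMSO and 100% = empty-vector control cells with DMSO; inhibition shows as a rise in luminescence from relieved DAX1 repression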
Target sequence (P51843 207-470 limits assumed): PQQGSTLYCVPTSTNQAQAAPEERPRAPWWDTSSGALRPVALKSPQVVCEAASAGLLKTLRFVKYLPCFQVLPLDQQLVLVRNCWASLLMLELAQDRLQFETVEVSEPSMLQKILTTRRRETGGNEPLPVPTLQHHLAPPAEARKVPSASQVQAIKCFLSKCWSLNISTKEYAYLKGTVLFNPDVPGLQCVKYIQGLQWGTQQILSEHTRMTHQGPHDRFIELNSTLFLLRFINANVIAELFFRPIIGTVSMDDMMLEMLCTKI
ssDAF-12 act: activates DAF-12 receptor from parasite S. stercoralis; HEK293 ssDAF-12/GRIP1 lit1-tk-luc reporter, luminescence; % of 3 µM dafachronic acid response; activation, % at 6.8 µM; 1% of 370,000 active;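 active = activation above the mean over all tested compounds plus 3 SD, cut at about 0.9% in these data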;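 also: 0% = DMSO-only wells and 100% = 3 µM delta7-dafachronic acid wells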
DAX1 inh-2: DAX1 (NR0B1) inhibition, primary screen. 1.1% of 370,000 active. AID 652010. HEK293T StAR-luciferase reporter, SF-1/DAX-1 repression relief. inhibition, % at 6.8 µM;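 active = inhibition above the mean over all tested compounds plus 3 SD, cut at about 3.6% in these data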;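 also: 0% = DAX-1 cells with DMSO and 100% = cells lacking DAX-1 with DMSO; higher inhibition means more luminescence from relief of DAX-1 repression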
ADAM17 inh: inhibitors of human ADAM17; P78536; recombinant ADAM17, EDANS/DABCYL FRET peptide cleavage; inhibition, % at 6.95 µM; 0.83% of 370,000 active; AID 720648;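 active = inhibition above the mean of compounds lying between control limits plus 3 SD, set per campaign, cut at about 8.5% in these data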;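 also: 0% = DMSO-only wells as the low control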
Target sequence (P78536 215-824 limits assumed): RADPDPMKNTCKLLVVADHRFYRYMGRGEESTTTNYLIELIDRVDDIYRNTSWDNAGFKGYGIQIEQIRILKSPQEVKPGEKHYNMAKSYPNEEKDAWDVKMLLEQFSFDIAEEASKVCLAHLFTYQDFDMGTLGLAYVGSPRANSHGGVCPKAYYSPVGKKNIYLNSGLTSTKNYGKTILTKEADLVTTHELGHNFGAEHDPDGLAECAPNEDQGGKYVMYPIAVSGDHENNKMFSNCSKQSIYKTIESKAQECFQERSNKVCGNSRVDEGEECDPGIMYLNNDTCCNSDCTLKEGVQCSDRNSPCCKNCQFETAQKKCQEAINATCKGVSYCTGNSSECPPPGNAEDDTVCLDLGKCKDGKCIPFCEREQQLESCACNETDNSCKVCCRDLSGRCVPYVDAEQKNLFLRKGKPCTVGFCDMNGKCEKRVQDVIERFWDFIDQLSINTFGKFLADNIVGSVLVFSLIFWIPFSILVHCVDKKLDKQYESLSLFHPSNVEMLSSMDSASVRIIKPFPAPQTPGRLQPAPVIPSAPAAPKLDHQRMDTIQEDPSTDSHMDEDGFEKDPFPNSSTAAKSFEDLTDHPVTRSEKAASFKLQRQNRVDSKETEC
hgDAF12 agonist: agonists of H. glycines DAF-12 nuclear receptor; HEK293 GAL4-hgDAF12 UAS-luciferase reporter, agonist luminescence; normalized to butyrate control; activation, % at 6.8 µM; 1.8% of 370,000 active;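 active = activation above a cutoff set at the mean of all screened compounds plus 3 SD, cut at about 10% in these data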;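 also: 0% = DMSO wells and 100% = sodium butyrate wells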
hcDAF12 agonist: activators of H. contortus DAF-12 nuclear receptor | 1.4% of 370,000 active | HEK293 hcDAF-12 lit1-tk-luc reporter, luminescence; 0% DMSO, 100% Δ7-dafachronic acid | AID 652067 | activation, % at 6.8 µM;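 active = activation above the mean of all tested compounds plus 3 SD, cut at about 5.5% in these data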;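 also: 100% = response to 3 µM Δ7-dafachronic acid high control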
FXN GAA850 act: frataxin GAA850 promoter activation; activation, % at 6 µM; 0.56% of 360,000 active; HEK293 lucGAA850 FXN promoter luciferase reporter, 24 h; percent of 10 µM SAHA response;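 active = activation above the average of all compounds screened plus 3 SD, cutoff fixed separately per campaign, cut at about 7.5% in these data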;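 also: 0% = DMSO wells and 100% = 10 µM SAHA wells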
ADAM10 inh: inhibits human ADAM10 | O14672 | recombinant ADAM10, EDANS/DABCYL FRET peptide cleavage, 3 h | inhibition, % at 7 µM | 0.62% of 370,000 active | AID 720582;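 active = inhibition above a per-campaign cutoff equal to the mean of compounds falling between control-based bounds plus 3 SD, cut at about 20% in these data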;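 also: 0% = DMSO wells while the 100% control is not disclosed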
PLCg1 inh: inhibitors of human phospholipase C gamma1; AID 720700; inhibition, % at 12.2 µM; 0.84% of 370,000 active; purified PLC-gamma1, fluorogenic substrate, fluorescence; in the data active = inhibition above about 9.5%
* marks the source's active call; other numbers are inactive results; / = no result given.

Molecule,ssDAF-12 act,hcDAF12 agonist,hgDAF12 agonist,ADAM10 inh,DAX1 inh-2,DAX1 inh-1,PLCg1 inh,HGIII-sPLA2 inh,PLC-beta3 inh,FXN GAA850 act,ADAM17 inh
O=C(CSCC(=O)Nc1nc(-c2ccc3c(c2)OCO3)cs1)Nc1nccs1,-0.6,8.4*,9.4,-17,1.2,-1.2,-3,9,-8,-0.7,-7
CC(C)(C)Nc1nc(NN)nc(NC(C)(C)C)n1,-1.3,-1.1,-4.3,-6,-0.5,-0.5,3,9,-1,-0.4,-2
O=C1c2ccccc2C(=O)N1c1cccc2cccnc12,0.1,2.0,-3.3,-3,-0.8,-0.6,3,22*,-5,2.1,-7
CCNCC(=O)N1c2ccccc2CCc2ccc(NC(=O)OC(C)C)cc21,-1.3,-0.2,-0.3,-1,-0.3,-1.3,2,-16,-5,-2.0,-2
CCN(CC)CCN(C(=O)/C=C/c1cccs1)c1nc2ccc(F)cc2s1,-0.6,-2.1,0.4,-9,-0.1,-0.2,1,8,-12,0.4,1
O=C(NCc1cccnc1)c1ccc(NC(=O)c2ccc([N+](=O)[O-])cc2)cc1,-1.9,-5.7,-7.8,3,-12,-2.6,13*,2,-1,3.1,-2
CCOC(=O)C1(C)CCN1C(=O)c1cccnc1Oc1ccccc1 (centres undefined),-1.6,0.1,-3.2,4,0.1,/,0,-4,2,-0.2,0
CCCCc1ccc(NC(=O)CC(C)=O)cc1,-1.6,0.1,1.1,-6,0.1,0.7,-1,-19,-2,1.1,-3
COC(=O)CN(C)C(=O)CC1C(=O)NCCN1CC(C)(C)C (centres undefined),-1.2,-0.9,-0.3,-14,-0.1,0.7,-10,4,-12,0.0,-5
COC(=O)[C@]12C[C@H](CC(=O)NCc3cccc(C(F)(F)F)c3)C(=O)N(Cc3ccc(Cl)cc3Cl)C1=C[C@H](C1CCCC1)O[C@@H]2C,-1.1,-1.9,1.5,-6,-1.5,/,0,5,3,/,-4
O=C(CSc1nnc(CNC(=O)c2cccs2)o1)NCC1CCCO1 (centres undefined),-1.3,0.6,-2.2,4,-0.3,-0.7,3,12,-3,1.9,0
CC(=O)N1C(=O)C2(C(C#N)=C(N)Oc3c2c(C)nn3-c2ccccc2)c2ccccc21 (centres undefined),-0.3,3.1,-0.2,0,0.2,0.7,4,-14,2,-2.1,0
Cc1csc(Nc2ccc(C(=O)O)cc2)n1,-1.2,0.0,0.2,2,0.4,2.5,0,10,-14,3.6,-6
Cc1cccc(C(C)C)c1NC(=O)C(C)OC(=O)Cn1cnc2c1c(=O)n(C)c(=O)n2C (centres undefined),-0.8,-0.7,-0.9,0,1.7,0.1,-1,2,2,0.1,0
CCOc1ccc(C(=O)Nc2ccc(N3CCN(C)CC3)cc2)cc1,-1.7,-1.0,0.9,4,0.1,0.1,-3,-3,-3,1.5,-1
O=C1NC[C@H](c2ccccc2)OC(=O)[C@H](Cc2ccc(F)cc2)C/C=C\C[C@H]1CC(=O)N(CCO)Cc1ccccc1,-1.6,-1.9,-2.2,11,-1.4,-4.7,3,-6,6,-9.8,3
COc1ccccc1NC(=O)NCCCCc1ccccc1,-1.5,-1.3,0.7,11,0.1,0.2,0,0,-9,0.4,-2
COc1ccccc1-c1c(C)nn2c(C)c(C(C)=O)cnc12,-0.6,-0.7,-0.7,-3,0.2,0.9,-1,-6,3,1.5,-1
O=C(Nc1ccccc1N1CCCC1)c1ccco1,-1.1,-1.5,1.8,-14,-0.1,-0.5,-6,-8,-9,-0.7,-5
O=C(c1nc2ccc(Cl)cn2c1CNCCn1ccnc1)N1CCCCCCC1,-0.8,-1.0,0.9,-2,0.0,-0.8,-1,-4,-1,0.6,-2
CCc1nnc(NC(=O)c2cccc(S(=O)(=O)N3CCN(c4ccccc4)CC3)c2)s1,-0.6,0.8,-1.3,13,0.4,-0.4,2,-2,5,0.3,4
O=C(Nc1nccs1)c1ccc(S(=O)(=O)NCC2CCCCC2)cc1,-2.5,-4.2,-4.5,-6,-3.6,-2.3,-1,-21,-2,-4.3,-3
Cc1nnc(SCC(=O)Nc2nonc2C)s1,-0.8,1.2,-1.9,7,0.1,-1.2,-2,11,-7,-0.4,-5
Nc1[nH]c(C(=O)c2ccccc2)c(-c2ccccc2Br)c1C(=O)c1ccccc1,0.0,-0.6,-0.4,8,-0.1,/,-6,-4,-8,/,0
COc1ccc(C(C#N)=C2C=CC(=NO)C=C2)cc1,1.3*,-2.5,-0.5,-8,-0.5,-0.9,0,-19,-10,-0.5,1
O=C(Nc1ccc(C(=O)N2CCCC2)cc1)c1ccc(F)cc1Cl,-1.2,0.1,1.0,-8,2.5,-0.2,-2,3,-5,-0.3,0
Cn1c(=O)c2c(nc(N3CCCC3)n2C)n(C)c1=O,-0.8,0.0,-0.6,-4,-0.2,0.2,5,0,-6,1.5,-1
Cc1nc2nc(SCC(=O)NCCCN3CCOCC3)nn2c(C)c1Cc1ccccc1,-1.5,0.7,0.3,-3,-0.3,0.9,0,0,2,0.5,-5
Brc1ccc(/C=N/n2cnnc2)s1,-0.8,-0.5,3.3,-6,-0.2,1.7,0,3,-9,0.8,-4
CCCCN(CCCC)CC1OCc2ccccc2CO1,-1.5,-0.1,0.1,-1,-0.1,2.4,0,2,4,-1.1,-2
COC(=O)c1ccc2c(=O)[nH]c(COC(=O)CCC(=O)c3ccc(Cl)cc3)nc2c1,-1.4,1.1,1.5,-11,1.5,2.9,-5,12,-9,-1.6,-4
CCN(CC(=O)Nc1cc(Cl)ccc1C)C(=O)CCS(=O)(=O)c1ccc(Cl)cc1,-1.0,-1.4,2.1,1,-0.9,0.1,0,-3,-6,1.3,-4
Cc1nnc(SCC(=O)N2CCN(c3ccccc3)CC2)n1C1CC1,-0.7,2.1,-2.7,-9,-1.4,-0.8,-1,5,-9,0.7,-1
CCN(CC(=O)Nc1cccc(S(=O)(=O)N2CCCC2)c1)CC(=O)Nc1ccccc1OC,-2.3,-2.5,-3.9,2,-1.5,-1.3,-2,-17,-5,-2.4,-2
COc1cc(CN2CCC(C(=O)NC(c3ccc(F)cc3)c3ncccc3C)CC2)cc(OC)c1 (centres undefined),-0.8,-0.2,-1.4,-5,0.0,/,0,-19,1,-1.4,-1
O=C(Nc1nc(-c2ccccc2)c(C(=O)c2ccccc2)s1)c1ccc(S(=O)(=O)N2CCCCC2)cc1,-0.1,6.5*,1.9,-3,0.2,-0.5,5,-7,2,-1.3,3
Cc1ccc(/C=N/Nc2ccnc3cc(Cl)ccc23)c(C)c1,-1.2,-2.1,-2.5,-4,-0.6,-1.5,-17,-7,-15,-2.0,0
Cc1ccc(N2CC(C(=O)N3CCC(C(=O)Nc4nnc(C(C)(C)C)s4)CC3)CC2=O)cc1 (centres undefined),-1.1,2.0,0.4,-1,-0.1,-0.7,-2,-4,-7,2.2,-6
Cc1c(Cl)ccc2sc(N3CCN(C(=O)C4=COCCO4)CC3)nc12,-1.4,-2.0,0.7,5,-2.2,-0.9,-3,-36,1,0.5,1
CCn1ncc(C2=NOC(C(=O)Nc3ccccc3C(=O)OC)C2)c1C (centres undefined),-1.3,-1.9,-0.7,1,-1.3,-0.4,0,-5,3,1.1,-1
COCc1cc(N2CCN(C(=O)OC(C)(C)C)C[C@@H]2C)ccc1N1CCS(=O)(=O)CC1,-0.7,-1.9,3.9,-2,0.1,/,-2,0,-3,/,-5
CCN(C(=O)CN1CCN(S(=O)(=O)c2cc(Cl)ccc2Cl)CC1)c1c(N)n(Cc2ccccc2)c(=O)[nH]c1=O,-1.1,0.8,4.9,1,0.6,1.4,-3,5,1,0.6,-3
COc1ccc2cc(C3OCCO3)c(Cl)nc2c1,-0.5,4.5,5.2,-20,3.1,2.3,0,-4,0,3.7,-6
COCCCn1c(SCC(=O)NC2CCCCC2)nnc1-c1ccco1,-1.3,0.7,0.4,4,0.3,0.6,1,6,-5,2.0,0
COc1ccc(Nc2nc(-c3cccs3)cs2)c(OC)c1,1.1*,5.2,9.9,11,2.9,4.9*,2,5,-10,5.7,2
CCCc1ccc(C(C)NC(=S)NCc2ccc(F)cc2)cc1 (centres undefined),-1.0,-1.9,-1.8,12,-0.5,0.6,1,-7,-3,-0.4,9.1*
CC(C)(C)NC(=O)CN(CC1CCCO1)C(=O)CNS(=O)(=O)c1ccc(F)cc1 (centres undefined),-1.4,-0.1,-1.2,-1,0.2,0.3,-1,2,-8,2.1,-3
Cc1ccsc1C(=O)OC(C)C(=O)NC1CCCCC1C (centres undefined),-0.6,-1.6,1.1,-5,1.6,0.9,8,8,-3,0.3,3
C[C@H]1CN([C@@H](C)CO)C(=O)CCCn2nncc2CO[C@@H]1CN(C)C(=O)c1ccc(N2CCN(C)CC2)cc1,-1.2,-2.1,-0.7,-3,-0.9,-0.3,1,2,1,-1.2,-1
O=C(O)C1(c2ccccc2)CCN(S(=O)(=O)c2cccc(Cl)c2)CC1,-0.6,-0.3,1.6,2,-0.1,0.0,-1,-4,-6,-0.1,-1

Bioassay records from PubChem.

No enrichment for hits; any-hit rate near 6.9%.
